MITF TRPM1 inh = inhibitors of MITF-dependent TRPM1 promoter reporter, primary screen, cell-based, SK-MEL-5, single point, luciferase; 0.83% of 330,000 active; SK-MEL-5 TRPM1 promoter luciferase, 24 h; inhibition, % at 12.5 µM; AID 488899, 2010;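 active = mean inhibition across replicates of 60% or more, whatever share of single replicates reaches that level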; note: values of inactives mirror those of a sister screen read the other way
CF NFkB block = inhibitors of PAF-induced NF-kB signaling, primary screen, cell-based, GFP fluorescence, uHTS | KKLEB NF-kB-GFP reporter, GFP fluorescence overnight | inhibition, % at 5 µM | 0.86% of 360,000 active;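 active = at least 50% inhibition at 5 µM, scaled per plate between neutral and stimulator controls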;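 note: PAF is a Pseudomonas aeruginosa culture filtrate used as stimulus; plate controls were PAF-stimulated DMSO wells for no effect and unstimulated DMSO wells for full effect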
TROY NFkB inh = inhibitors of TROY-driven NF-kB signaling, primary screen, Q293 LMP1-TROYcd cells, NF-kB luciferase, uHTS; Q293 LMP1-TROYcd NF-kB luciferase reporter, 4 h; inhibition, % at 10 µM; 0.98% of 360,000 active;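 active = compounds whose plate-normalised and pattern-corrected inhibition of the luciferase reporter signal at the single screening dose is 50% or more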
NR2E3 ag-1 = NR2E3 agonists in two-hybrid cells, primary screen, cell-based, luminescence, CHO-S, Gal4-NCOR/VP16-NR2E3 | Photoreceptor-specific nuclear receptor (Homo sapiens), Q9Y5X4 | luciferase | inhibition of corepressor binding, % at 3.98 µM | 0.35% of 360,000 active | AID 602229, 2012;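 active = inhibition above the mean of all tested compounds plus 3 SD, cut at about 70% in these data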;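 note: 0% = DMSO with NR2E3 transfected cells and 100% = cells lacking NR2E3 construct; higher means lower luciferase signal from less NR2E3 corepressor binding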
Target sequence (Q9Y5X4 whole entry, looked up, the tested form may be a part): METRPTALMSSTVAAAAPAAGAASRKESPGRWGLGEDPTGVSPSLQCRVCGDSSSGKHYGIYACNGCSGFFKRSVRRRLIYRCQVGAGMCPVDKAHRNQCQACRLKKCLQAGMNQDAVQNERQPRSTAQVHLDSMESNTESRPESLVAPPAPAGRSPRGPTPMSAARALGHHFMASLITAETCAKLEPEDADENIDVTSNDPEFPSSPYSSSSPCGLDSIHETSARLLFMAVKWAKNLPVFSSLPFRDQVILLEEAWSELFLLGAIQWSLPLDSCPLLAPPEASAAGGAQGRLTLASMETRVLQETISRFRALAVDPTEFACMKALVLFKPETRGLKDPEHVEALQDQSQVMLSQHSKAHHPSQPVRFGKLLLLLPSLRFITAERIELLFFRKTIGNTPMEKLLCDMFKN
Shn3 3UTR inh = reduction of Shn3 3'UTR firefly luciferase signal, primary screen, Schnurri-3 inhibitor project, cell-based, Clone20 osteoblasts, set 2; AID 588674, 2011; inhibition, % at 12.5 µM; Clone20 osteoblast Shn3 3'UTR firefly luciferase, 24 h; 0.52% of 360,000 active;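 active = mean inhibition of at least 75% with every replicate also reaching 75%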;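 note: 0% = median of neutral control wells and 100% = pilot-screen positive control compound; some compounds past the cut are filed as inactive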
TWEAK Fn14 block = inhibitors of TWEAK-Fn14 signaling, primary screen, luciferase reporter cells, uHTS | TWEAK-stimulated Fn14 reporter cells, luciferase luminescence, 8 h | inhibition, % at 10 µM | 2% of 360,000 active | AID 1159606, 2016; in the data active = inhibition above about 50%
KKLEB cytotox = cytotoxicity in KKLEB CF airway cells, primary screen, cytotoxicity control for CF NF-kB inhibitor project, cell-based, uHTS, fluorescence assay plates; activity change (cytotoxicity), % at 5 µM; 0.36% of 360,000 active; KKLEB CF airway cells viability, ATPlite luminescence, overnight; hits give low values; cells stimulated with P. aeruginosa culture filtrate;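 active = corrected activity change at or below -50% at 5 µM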
Peg3 promoter = Peg3 promoter-driven luciferase inhibitors, primary screen, cell-based, HeLa, luciferase luminescence; HeLa PEG-Prom luciferase reporter, overnight; inhibition, % at 20 µM; 1.7% of 360,000 active; AID 588405, 2011;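 active = inhibition of at least 50% at 20 µM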
NR2E3 ag-2 = inhibitors of NR2E3-RetCOR corepressor binding, primary screen, NR2E3 agonist project, biochemical, TR-FRET, GST-NR2E3, biotin-RetCOR; Photoreceptor-specific nuclear receptor (Homo sapiens), Q9Y5X4; 1536-well; inhibition of corepressor binding, % at 4.78 µM; 0.12% of 320,000 active; AID 2300, 2010;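 active = percent inhibition above the cutoff of mean plus 3 SD of all tested compounds, set per screening campaign, cut at about 20% in these data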;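 note: 0% = DMSO wells and 100% = biotin wells as full block of FRET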
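Test system: GST-NR2E3 and biotin-RetCOR proteins | Quantity: 1.35 nM GST-tagged NR2E3 final | Medium: Tris pH 7.5 | Also added: 7 nM biotin-RetCOR | Dosing: Compound at 4.8 µM, single dose | Timing: 5 h at 4 °C | Detection: Time-resolved FRET | Read-out basis: Percent inhibition | Benchmarks: Biotin wells as high control, 0.6% DMSO wells as low control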
HIF-2a inh = HIF-2a reporter inhibitors, primary screen, luminescence, 786-0 RCC cells. 786-0 RCC cells HIF-2a reporter, luciferase luminescence, overnight. 0.72% of 360,000 active. inhibition, % at 18.8 µM;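 active = inhibition of the luminescence signal of 40% or more relative to plate controls, in a single-dose primary screen at 18.75 µM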
C8 TRAIL sens = viability loss with TRAIL in NB7+C8 cells, primary screen, TRAIL sensitizer project, cell-based, ATPlite luminescence | inhibition (viability loss, TRAIL sensitization), % at 10 µM | 1% of 360,000 active;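 active = compounds causing at least 50% loss of cell viability in the single-dose screen, relative to plate controls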
Active calls of the source: *; nt = not tested or not shown; & = joins results of further samples. These rows are one share of the data; rates above refer to the full screens.

Key to letters: A = MITF TRPM1 inh; B = CF NFkB block; C = TROY NFkB inh; D = NR2E3 ag-1; E = Shn3 3UTR inh; F = TWEAK Fn14 block; G = KKLEB cytotox; H = Peg3 promoter; I = NR2E3 ag-2; J = HIF-2a inh; K = C8 TRAIL sens
> Cc1ccccc1Nc1nc(N)nc(CSc2nnnn2C)n1
  A: -42	B: 16	C: -23	D: -79	E: -32	F: -20	G: -9	H: -139	I: 0	J: -175	K: -6
> CCOc1ccc(NC(=O)N2CCN(CC)CC2)cc1
  A: 1	B: -8	C: -11	D: -7	E: -2	F: 14	G: 7	H: -18	I: 0	J: 27	K: -6
> c1ccc2ccccc2c1
  A: 7	B: -8	C: 2	D: -1	E: 5	F: -3	G: 9	H: 2	I: -1	J: 11	K: 2
> O=C(CCCc1ccncc1)c1ccccc1
  A: -56	B: 12	C: -47	D: -121	E: -2	F: 5	G: -21	H: -295	I: nt	J: -272	K: -10
> COC(=O)c1ccccc1NC(=S)N1CCN(C2CCCCC2)CC1
  A: 9	B: 1	C: -11	D: 1	E: 0	F: 7	G: 4	H: 8	I: 2	J: 9	K: -5
> CCC(C)(C)NC(=O)C(c1ccc(OC)cc1)N(CC1CCCO1)C(=O)CCC(=O)Nc1cc(C)on1 (stereo unspecified)
  A: 8	B: 2	C: -1	D: -4	E: 4	F: -2	G: 9	H: -3	I: 8	J: 7	K: -13
> Cc1cc(Cl)ccc1OCC(=O)N1CCCN(C(=O)COc2ccc(Cl)cc2C)CC1
  A: -9	B: -3	C: 47	D: 3	E: -1	F: 30	G: -20	H: 28	I: 2	J: -5	K: -5
> COCc1cc(C)nc(OCC(=O)N/N=C/c2ccccc2O)c1C#N
  A: 12	B: 2	C: -16	D: -6	E: 13	F: -3	G: 2	H: 33	I: 0	J: 19	K: 31
> COc1cccc(CNC(=O)C2CCN(S(=O)(=O)c3ccc(-n4cnnn4)cc3)CC2)c1
  A: 5	B: 11	C: -10	D: 8	E: -10	F: -1	G: 6	H: 14	I: 2	J: 10	K: -27
> Cc1ccccc1CSCC(=O)N1CCN(c2ccccc2)CC1
  A: -9	B: 2	C: -61	D: -69	E: 11	F: -12	G: -10	H: -93	I: 5	J: -125	K: 2
> Cc1c(C(=O)NCc2cccc(Cl)c2)sc(=O)n1Cc1ccc(F)cc1
  A: nt	B: -18	C: 3	D: -12	E: -9	F: -1	G: 9	H: 1	I: nt	J: -10	K: 9
> CC(C)CN(C(=O)Cn1nnc(-c2ccc(F)cc2)n1)C1CCS(=O)(=O)C1 (stereo unspecified)
  A: 2	B: -11	C: 3	D: 3	E: 6	F: 5	G: 13	H: -3	I: 4	J: -3	K: -10
> CC(Nc1nc2ncn(Cc3ccccc3)c2c(=O)[nH]1)C(=O)O (stereo unspecified)
  A: 11	B: 4	C: 7	D: -12	E: -3	F: 1	G: 5	H: -2	I: 2	J: 12	K: 10
> COc1cc(/C=N/Nc2nc(Nc3ccccc3)nc(-n3nc(C)cc3C)n2)cc(OC)c1OC
  A: 0	B: 72*	C: -2	D: 68	E: 54	F: 45	G: 0	H: 32	I: -1	J: -82	K: 32
> COc1ccc(C2Nc3ccccc3C(=O)N2Cc2ccco2)cc1CN1C(=O)c2ccccc2C1=O (stereo unspecified)
  A: 1&6	B: 12&-5	C: -20&17	D: -2&-11	E: 26&-1	F: 19&17	G: -8&-5	H: 6&3	I: 1&0	J: 16&13	K: 1&-4
> COc1cccc(N2CCN(S(=O)(=O)c3cccc4cccnc34)CC2)c1
  A: 9	B: 5	C: 7	D: -5	E: -1	F: -3	G: 4	H: -4	I: 4	J: 13	K: -10
> CCc1ccc2oc(C(=O)Nc3ccc(S(N)(=O)=O)cc3)c(C)c2c1
  A: -13	B: -15	C: -6	D: 0	E: 12	F: -24	G: 0	H: 12	I: 5	J: 4	K: 1
> COc1ccc(C(CCN2CCN(c3ccccc3)CC2)c2c(O)cc(OC)cc2OC)cc1 (stereo unspecified)
  A: -7	B: 6	C: -6	D: -14	E: -13	F: -4	G: -8	H: -8	I: -1	J: 1	K: 17
> Cc1cc(C)n(C(=O)CCCn2nc(C)c([N+](=O)[O-])c2C)n1
  A: 2	B: 0	C: -8	D: -16	E: 0	F: 13	G: -2	H: 8	I: 0	J: 15	K: -1
> Cc1ccc(/C=N/NC(=O)c2nnn(-c3nonc3N)c2CSc2ccc(Cl)cc2)o1
  A: 10	B: 5	C: 46	D: -13	E: 5	F: -12	G: -5	H: 13	I: 0	J: 10	K: 2
> COc1ccc(-c2c(C)nc(N)nc2-c2ccc(OC)cc2O)cc1
  A: -8	B: -11	C: 0	D: 3	E: 12	F: 4	G: 3	H: -1	I: nt	J: 3	K: 9
> CN(c1ccccc1)S(=O)(=O)c1cccc(NC(=O)Nc2ccc(Cl)cc2C#N)c1
  A: 5	B: 13	C: 7	D: -16	E: 12	F: 1	G: -15	H: 15	I: -4	J: 26	K: -9
> CCOC(=O)N1CCN(S(=O)(=O)N2CCCC(C(=O)NC(C)c3ccccc3)C2)CC1 (stereo unspecified)
  A: 2	B: 0	C: 22	D: -6	E: 19	F: 5	G: -9	H: 6	I: 0	J: 4	K: 36
> CCOC(=O)C1=C(COC(=O)c2cc(Br)c(Br)s2)NC(=O)NC1C (stereo unspecified)
  A: 0	B: 16	C: 1	D: -2	E: -3	F: -19	G: -2	H: 2	I: -3	J: 9	K: -5
> COc1ccc(C(=O)CCC(=O)Nc2cccnc2)cc1
  A: 1	B: 4	C: 5	D: -18	E: -13	F: -2	G: 8	H: 18	I: -1	J: 10	K: 4
> Cn1c(SCC(=O)NCCc2ccccc2)nc2c([nH]c3ccccc32)c1=O
  A: -2	B: -2	C: -11	D: 8	E: -11	F: 8	G: 24	H: 17	I: 2	J: 26	K: -12
> CC(=O)N(c1cccc(Br)c1)c1nc(C)cc(C)c1C#N
  A: 15	B: 1	C: 13	D: 4	E: -2	F: -11	G: 10	H: 15	I: -2	J: 33	K: 7
> NNC(=O)/C=C/c1ccc(Cl)cc1Cl
  A: -2	B: -1	C: -29	D: -7	E: -9	F: 13	G: 0	H: 1	I: 0	J: 0	K: -8
> O=C(Cn1cnc2ccccc2c1=O)Nc1cccc(-c2nnc3n2CCCCC3)c1
  A: -9	B: 8	C: 12	D: -31	E: 7	F: -4	G: 5	H: 2	I: 0	J: 22	K: 9
> CCOC(=O)CSc1ccc(C(=O)NCCN2CCOCC2)cc1[N+](=O)[O-]
  A: -1	B: -15	C: -7	D: -28	E: -4	F: 12	G: 8	H: 4	I: 3	J: 10	K: 2
> CCn1c(SCC(=O)Nc2oc(-c3ccccc3)c(-c3ccccc3)c2C#N)nnc1-c1ccco1
  A: 4	B: -2	C: 47	D: -40	E: 4	F: -20	G: 1	H: 11	I: 1	J: 10	K: -29
> CC(c1ccccc1)C1CC(=O)N(Cc2ccccc2)C1=O (stereo unspecified)
  A: -2	B: -3	C: -14	D: -40	E: 19	F: 1	G: -6	H: 16	I: 2	J: 18	K: -3
> Cc1ccc(NC(=S)Nc2ccc3[nH]c(=O)[nH]c3c2)cc1
  A: -12	B: 13	C: -64	D: 0	E: -35	F: -30	G: 15	H: -39	I: -1	J: -91	K: -3
> O=[N+]([O-])c1cnccc1Nc1ccc(Cl)cc1
  A: -8	B: 20	C: -24	D: -10	E: -12	F: 10	G: -8	H: 4	I: 0	J: 18	K: 1
> Cc1cc(NC(=O)CSc2nc3[nH]c(=O)cc(O)c3s2)ccc1Br
  A: 8	B: -12	C: 1	D: -21	E: 29	F: 3	G: -12	H: 2	I: nt	J: 10	K: -5
> CCOC(=O)Cn1c(-c2cccnc2Cl)nc2ccccc21
  A: 1	B: 9	C: 8	D: 11	E: 6	F: -12	G: 7	H: 22	I: 1	J: 16	K: -7
> CSc1ccc(S(=O)(=O)NCC(=O)OCC(=O)N2CCCCC2C)cc1[N+](=O)[O-] (stereo unspecified)
  A: -11	B: 8	C: -10	D: -6	E: 1	F: 0	G: -12	H: 9	I: -2	J: 8	K: 11
> O=[N+]([O-])c1cccc(/C=N/N2CCN(Cc3ccc(Cl)cc3)CC2)c1
  A: 4	B: 2	C: 21	D: 8	E: 17	F: -8	G: 1	H: 9	I: -2	J: -21	K: -1
> O=C(NCc1ccccc1)c1ccc(S(=O)(=O)C(F)F)cc1
  A: -4	B: -6	C: -14	D: -7	E: 0	F: -2	G: 0	H: -7	I: 0	J: -39	K: 8
> O=C(CN(C(=O)CCC(=O)Nc1nccs1)c1ccccc1F)NCCc1ccccc1
  A: 12	B: -7	C: -6	D: -23	E: 8	F: -1	G: -2	H: -6	I: -1	J: 19	K: -1
> CC(C)c1ccc(NC(=O)Nc2cc3sccc3n2C)cc1
  A: nt	B: 9	C: 10	D: -17	E: -24	F: 15	G: -27	H: 2	I: 7	J: -14	K: 1
